PTAP TSG101 blk: blocks PTAP/TSG101 interaction to inhibit HIV-1 budding; AID 493005; Q99816; 340,000 tested, under 10 active; Potency, µM (series often up to 115 µM), for inactives: top-dose activity change, negative = inhibition, hits mostly inhibitors; Fluorescence polarization, FITC-PTAP peptide / Tsg101 binding; active = well fitted inhibition curve with a large enough effect in the main read-out, with a control signal flat, not every such curve was filed as active; inconclusive = small, poorly fitted or top-dose-only effect, or effect the other way, or a change in a side signal; inactive = no such curve, though single readings can be large or run the other way; note: potency is the fitted concentration of half-maximal effect; % of control where 0% means no effect
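Tsg101 binding domain (10 uM final) was mixed with compound and a FITC-labeled PTAP peptide (50 nM final) in HEPES pH 7.5 buffer with NaCl, Tween 20, EDTA and TCEP; fluorescence polarization was read after 20 min at r.t.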
MBNL1 CUG block: inhibitors of human MBNL1 binding to CUG repeat RNA | Q9NR56 | TR-FRET MBNL1-His/biotin-(CUG)12 binding, 665/545 ratio | Potency, µM (series often up to 57.5 µM), for the others: at the top dose activity change, negative = inhibition, hits mostly inhibitors | 280,000 tested, 0.036% active; active = well fitted inhibition curve with a large enough effect in the signal ratio, with a control signal flat, not every such curve was filed as active; inconclusive = small, poorly fitted or top-dose-only effect, or effect the other way, or a change in a side signal; inactive = no such curve, though single readings can be large or run the other way; the % refers to the signal ratio; note: potency is the fitted concentration of half-maximal effect; % is set by controls: 0 for no effect and ±100 for the full control effect
Target sequence (Q9NR56 whole entry, looked up): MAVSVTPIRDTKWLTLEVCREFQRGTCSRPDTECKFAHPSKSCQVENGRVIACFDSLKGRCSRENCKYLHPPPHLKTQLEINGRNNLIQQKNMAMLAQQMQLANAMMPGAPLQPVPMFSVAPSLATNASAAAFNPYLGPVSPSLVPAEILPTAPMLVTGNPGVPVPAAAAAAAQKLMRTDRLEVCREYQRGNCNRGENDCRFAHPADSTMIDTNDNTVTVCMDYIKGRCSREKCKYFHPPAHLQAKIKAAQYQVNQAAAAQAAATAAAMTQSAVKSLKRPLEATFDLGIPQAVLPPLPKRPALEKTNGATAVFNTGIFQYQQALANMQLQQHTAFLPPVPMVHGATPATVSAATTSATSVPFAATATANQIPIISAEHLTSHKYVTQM
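Ratiometric TR-FRET (665 over 545 nm, excitation 340 nm) tracks disruption of MBNL1-His/biotin-(CUG)12 complex after 60 min at room temperature, with compounds at 92 nM to 58 uM final.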
ASM inhibitor: human S-ASM enzyme inhibition; P17405; placental ASM, HMU-PC fluorogenic substrate, 60 min; Potency, µM (titrated, usually from 57.5 µM), inactives show top-dose activity change, negative = inhibition, actives largely listed as inhibitors; 340,000 tested, 0.006% active; AID 504937; note: potency is the fitted concentration of half-maximal effect
Target sequence (P17405 47-631 limits assumed): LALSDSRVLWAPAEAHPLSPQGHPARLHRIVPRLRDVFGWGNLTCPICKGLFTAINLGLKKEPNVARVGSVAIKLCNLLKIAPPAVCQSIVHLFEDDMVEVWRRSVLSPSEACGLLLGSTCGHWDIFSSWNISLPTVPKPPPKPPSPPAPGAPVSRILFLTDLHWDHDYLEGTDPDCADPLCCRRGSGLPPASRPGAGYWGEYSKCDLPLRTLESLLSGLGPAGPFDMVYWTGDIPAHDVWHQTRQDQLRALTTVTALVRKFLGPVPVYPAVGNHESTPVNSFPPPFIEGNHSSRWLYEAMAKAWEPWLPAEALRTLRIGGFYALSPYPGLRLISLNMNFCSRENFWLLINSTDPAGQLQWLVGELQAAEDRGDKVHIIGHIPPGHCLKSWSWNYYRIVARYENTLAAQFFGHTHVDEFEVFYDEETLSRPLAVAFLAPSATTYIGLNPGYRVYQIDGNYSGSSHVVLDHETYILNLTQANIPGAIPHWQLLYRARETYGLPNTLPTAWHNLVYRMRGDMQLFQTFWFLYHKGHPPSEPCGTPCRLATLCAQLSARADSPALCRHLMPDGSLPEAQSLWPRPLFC
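HMU-PC0 cleavage (9 uM final) by human placental ASM, 60 min at 37 °C following 10 min compound exposure at RT; stopped at pH 10, fluorescence Ex 386/Em 447 nm.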
Menin-MLL TR inh: inhibitors of human menin-MLL interaction, mutant MLL peptide; AID 1768; Menin + Texas Red MLL mutant peptide, fluorescence polarization; O00255; Potency, µM (series often up to 61.6 µM), for inactives: at the top dose FP activity change, negative = inhibition, most hits filed as inhibitors; 270,000 tested, 0.23% active; active = well fitted inhibition curve with a large enough effect in the polarisation, with a control signal flat, not every such curve was filed as active; inconclusive = small, poorly fitted or top-dose-only effect, or effect the other way, or a change in a side signal; inactive = no such curve, though single readings can be large or run the other way; the % refers to the polarisation; note: potency is the fitted concentration of half-maximal effect; % of control where 0% means no effect; many of its hits are not listed in these tables
A-T KAP1 phos: candidate therapy for ataxia-telangiectasia; 320,000 tested, 0.19% active; Potency, µM (top dose mostly 57.5 µM), inactives show at the top dose activation, most hits filed as activators; […] A-T fibroblasts, KAP-1 phosphorylation AlphaLISA; neocarzinostatin DNA damage 30 min before lysis; note: potency is the fitted concentration of half-maximal effect; % of control where 0% means no effect; nearly all actives have a fitted effect of over 45% in size
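ATM-like activity read as KAP-1 phosphorylation via AlphaLISA donor/acceptor antibody pairs after lysis and 6 hr at 25C. Cells were ATM-null patient fibroblasts ([…], hTERT), dosed 60 min, then exposed to the DSB inducer NCS for 30 min.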
a7 integrin act: activates integrin-mediated alleviation for muscular dystrophy; alpha7betagal myoblasts, beta-gal FDG fluorescence, 48 h; Potency, µM (series often up to 38.3 µM), without a hit: at the top dose activation, hits mostly activators; 350,000 tested, 0.064% active;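 note: potency is the fitted concentration of half-maximal effect; 100% = response of the positive control SU9516; nearly all actives have a fitted effect of over 60% in size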
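Alpha7betagal+/- myoblasts (passage 13) were plated 16-24 hr, then exposed to compounds (1:260 dilution of DMSO stock) for 48 hours at 37C. After MPER lysis, β-galactosidase reporter activity was read as FDG fluorescence (ex 480/em 540) after 30 minutes.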
TCR activator: activates T cell receptor signaling; primary human leukocytes, anti-CD3, IL-2 HTRF, 48 h; Potency, µM (highest dose often 9.22 µM), inactives show at the top dose activation of IL-2 secretion, most hits filed as activators; 330,000 tested, under 10 active; AID 504894; note: % of control where 0% means no effect
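Compounds are tested in HTS on primary human leukocytes co-incubated with a-CD3 beads for 48 hr. IL-2 output is measured by time-resolved FRET.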
MLL CXXC-DNA inh: MLL CXXC-DNA interaction inhibition. Potency, µM (highest dose often 115 µM), inactives show at the top dose activity change, negative = inhibition, most hits filed as inhibitors. MLL-CXXC / FITC-HOXA9 DNA fluorescence polarization. 290,000 tested, 0.037% active. AID 2662. Q03164; active = well fitted inhibition curve with a large enough effect in the polarisation, with a control signal flat, not every such curve was filed as active; inconclusive = small, poorly fitted or top-dose-only effect, or effect the other way, or a change in a side signal; inactive = no such curve, though single readings can be large or run the other way; the % refers to the polarisation; note: potency is the fitted concentration of half-maximal effect
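Fluorescence polarization: 7 uM MLL-CXXC (stock) preincubated 5 min with compounds, then 50 nM fluorescein-HOX-A9 DNA (stock) added; 30 min ambient. Buffer 50 mM Tris-HCl pH 7.5, 50 mM NaCl, 1 mM DTT, 0.05% BSA.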
TSHR antagonist: blocks TSH signaling through the human TSH receptor; P16473; TSHR-expressing cells, TSH-stimulated cAMP HTRF, 2 h; stronger effect = lower value; activity change, negative = inhibition, % at 11.5 µM; 330,000 tested, 0.2% active;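 active = activity change below a set negative limit, meaning inhibition stronger than a set level, cut at about -70% in these data; inconclusive = activity change between two set negative limits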; note: % is set by controls: 0 for no effect and ±100 for the full control effect
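Inhibition of cAMP made by TSHR-expressing cells under TSH stimulation (4nM final, EC80; 2 h, 37 deg C) is quantified with a one-step lysis HTRF kit, anti-cAMP cryptate versus cAMP-d2.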
Mito fusion yeast: mitochondrial division inhibition or fusion activation; S. cerevisiae fusion-defective mutant growth rescue, CellTiterGlo 48 h; Potency, µM (doses to about 46.1 µM), for the others: top-dose growth rescue (activation), actives largely listed as activators; 320,000 tested, 0.23% active; AID 485298;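 note: potency is the fitted concentration of half-maximal effect; % of control where 0% means no effect; nearly all actives have a fitted effect of over 45% in size; temperature-sensitive fusion mutants such as fzo1-1 at 37 °C on non-fermentable ethanol glycerol medium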
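Yeast fusion mutant, YPEG (non-fermentable carbon), compound, 48 h at 37C non-permissive; CellTiterGlo added, 10 min RT, luminescence read. Rescued growth = division inhibition.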
* marks the source's active call; other numbers are inactive results; [ ] = another dose, or the depositor's remark. Unless noted, calls come from the whole dose curve; as a rule, active = well fitted curve in the direction sought with a large enough effect; inconclusive = small, poorly fitted or top-dose-only effect, or another doubt; inactive = no such curve, though single readings can be large; an effect the other way counts as inactive or inconclusive. These rows are one share of the data. The share of hits here may be higher or lower than overall.

Preview (2 entries):
Screening CN(C(=O)COC(=O)c1ccccc1NCc1ccco1)c1c(N)n(Cc2ccccc2)c(=O)[nH]c1=O returned PTAP TSG101 blk -1%, ASM inhibitor inactive, A-T KAP1 phos 21%, a7 integrin act 9%, TCR activator 2%, TSHR antagonist 6 and Mito fusion yeast 8%.
For Cc1ccc(S(=O)(=O)N2CCCCC2)cc1NC(=O)COc1ccccc1 the results were PTAP TSG101 blk 0%, ASM inhibitor -1%, A-T KAP1 phos 14%, a7 integrin act -3%, TCR activator 2%[46.1 µM] and TSHR antagonist -11.

All compounds of this part (from the top)
Screening CN(C(=O)COC(=O)c1ccccc1NCc1ccco1)c1c(N)n(Cc2ccccc2)c(=O)[nH]c1=O returned PTAP TSG101 blk -1%, ASM inhibitor inactive, A-T KAP1 phos 21%, a7 integrin act 9%, TCR activator 2%, TSHR antagonist 6 and Mito fusion yeast 8%.
For Cc1ccc(S(=O)(=O)N2CCCCC2)cc1NC(=O)COc1ccccc1 the results were PTAP TSG101 blk 0%, ASM inhibitor -1%, A-T KAP1 phos 14%, a7 integrin act -3%, TCR activator 2%[46.1 µM] and TSHR antagonist -11.
`O=C(COC(=O)CC1CCCC1)Nc1ccc(Cl)cc1` gave PTAP TSG101 blk -7%, ASM inhibitor 0%, A-T KAP1 phos 5%, a7 integrin act -9%, TCR activator -13%, TSHR antagonist 17 and Mito fusion yeast 13%.
For Cc1c(/C=N/Nc2ccc(F)cc2)c(O)n(C)c(=O)c1C#N the results were PTAP TSG101 blk -3%, MBNL1 CUG block inconclusive, ASM inhibitor -4%, Menin-MLL TR inh 27%, A-T KAP1 phos -2%, a7 integrin act 7.1µM*, TCR activator -5%, MLL CXXC-DNA inh 1%, TSHR antagonist -4 and Mito fusion yeast -3%.
For Cc1ccc2[nH]c3c(=O)n(CC(=O)NCCCN(C)Cc4ccccc4)ncc3c2c1 the results were PTAP TSG101 blk -3%, MBNL1 CUG block 5%, ASM inhibitor -2%, Menin-MLL TR inh -10%, A-T KAP1 phos -3%, a7 integrin act 17%, TCR activator -8%, MLL CXXC-DNA inh inconclusive, TSHR antagonist -8 and Mito fusion yeast 3%.
For CC(=O)c1ccc(NC(=O)CCc2c(C)nc3ncnn3c2C)cc1 the results were PTAP TSG101 blk -2%, MBNL1 CUG block 6%, ASM inhibitor 2%, Menin-MLL TR inh 7%, A-T KAP1 phos 1%, a7 integrin act 7%, TCR activator 0%[46.1 µM], MLL CXXC-DNA inh -5%, TSHR antagonist -1 and Mito fusion yeast -2%.
`Clc1nc2sccn2c1/C=N/n1cnc2ccccc21` gave PTAP TSG101 blk -3%, MBNL1 CUG block -8%, ASM inhibitor -3%, Menin-MLL TR inh 1%, A-T KAP1 phos -6%, a7 integrin act -7%, TCR activator -5%, MLL CXXC-DNA inh 8%, TSHR antagonist -8 and Mito fusion yeast 7%.
For CCCCC(=O)Nc1nn(CC(C)C)c2nc3ccccc3cc12 the results were PTAP TSG101 blk -2%, MBNL1 CUG block 5%, ASM inhibitor 141%[activator], Menin-MLL TR inh -4%, A-T KAP1 phos 13%, a7 integrin act -10%, TCR activator 1%, MLL CXXC-DNA inh 10%, TSHR antagonist -11 and Mito fusion yeast 5%.
Screening O=C(CN1CCN(C/C=C/c2ccccc2)CC1)Nc1cc([N+](=O)[O-])ccc1Cl returned PTAP TSG101 blk 0%, ASM inhibitor -6%, Menin-MLL TR inh -23%, A-T KAP1 phos -1%, a7 integrin act -40%, TCR activator -5%[46.1 µM], MLL CXXC-DNA inh 35%, TSHR antagonist 34 and Mito fusion yeast 24%.
For COc1ccc(CNC(=O)CSc2nnc3c(n2)[nH]c2ccccc23)cc1 the results were PTAP TSG101 blk -5%, MBNL1 CUG block 14%, ASM inhibitor -1%, A-T KAP1 phos -3%, a7 integrin act 19%, TCR activator -16%, MLL CXXC-DNA inh 14%, TSHR antagonist 6 and Mito fusion yeast -4%.
For O=S(=O)(NC1CCCC1)c1cccc(-c2nnc(-c3ccccc3)o2)c1 the results were PTAP TSG101 blk 6%, MBNL1 CUG block -2%, ASM inhibitor -12%, Menin-MLL TR inh -28%, a7 integrin act -5%, TCR activator 3%, MLL CXXC-DNA inh 2%, TSHR antagonist 5 and Mito fusion yeast 6%.
Screening CC(NCc1ccccc1OC1CCCC1)c1ccccc1 (stereo not drawn) returned PTAP TSG101 blk -1%, MBNL1 CUG block -15%, ASM inhibitor -2%, A-T KAP1 phos 33%, a7 integrin act -60%[inhibitor], TCR activator -6%, MLL CXXC-DNA inh -4%, TSHR antagonist -5 and Mito fusion yeast 3%.
For O=C1NC(=O)/C(=C\c2ccccc2Oc2ccc(F)c(F)c2)S1 the results were PTAP TSG101 blk -4%, MBNL1 CUG block 16%, ASM inhibitor -2%, Menin-MLL TR inh -13%, A-T KAP1 phos 3%, a7 integrin act -9%, TCR activator 2%, MLL CXXC-DNA inh inconclusive, TSHR antagonist -44 and Mito fusion yeast -1%.
`C/C(=N\NC(=O)CNc1ccccc1)c1ccccc1` gave PTAP TSG101 blk 1%, MBNL1 CUG block 1%, ASM inhibitor 0%, Menin-MLL TR inh 28%, A-T KAP1 phos -5%, a7 integrin act -15%, TCR activator -2%, MLL CXXC-DNA inh -4%, TSHR antagonist 35 and Mito fusion yeast -5%.
For CS(=O)(=O)C1=NN2C(=N)/C(=C\c3ccc(OCCOc4ccccc4)cc3)C(=O)N=C2S1 the results were PTAP TSG101 blk -10%, MBNL1 CUG block 85%[activator], ASM inhibitor -3%, Menin-MLL TR inh inconclusive, A-T KAP1 phos -7%, a7 integrin act 17%, TCR activator 0%, MLL CXXC-DNA inh inconclusive, TSHR antagonist -19 and Mito fusion yeast 9%.
Screening Cc1ccc(NC(=O)CN(C)C(=O)C(Sc2ccccc2)c2ccccc2)cc1 (stereo not drawn) returned PTAP TSG101 blk -2%, ASM inhibitor -9%, A-T KAP1 phos 3%, a7 integrin act -19%, TCR activator -5%, TSHR antagonist 0 and Mito fusion yeast 6%.
For CC(=O)N1CCc2cc(S(=O)(=O)CCC(=O)N3CCc4ccccc4C3)ccc21 the results were PTAP TSG101 blk -1%, MBNL1 CUG block -6%, ASM inhibitor 1%, Menin-MLL TR inh -4%, a7 integrin act -8%, MLL CXXC-DNA inh -8%, TSHR antagonist 10 and Mito fusion yeast 0%.
Screening CC(C(=O)N1c2ccccc2Sc2ccccc21)n1nnc(-c2cccs2)n1 (stereo not drawn) returned PTAP TSG101 blk -1%, MBNL1 CUG block -4%, ASM inhibitor 0%, Menin-MLL TR inh 10%, a7 integrin act 4%, TCR activator 2%, MLL CXXC-DNA inh 18%, TSHR antagonist 8 and Mito fusion yeast 21%.
Screening O=C(NN=Cc1ccc([N+](=O)[O-])cc1)C1CC1 returned PTAP TSG101 blk -1%, ASM inhibitor -2%, a7 integrin act 7% and TCR activator -6%.
O=C(CSc1nnc(-c2ccncc2)n1CCc1ccccc1)NCc1ccccc1 was read as PTAP TSG101 blk 1%, MBNL1 CUG block 17%, ASM inhibitor 0%, Menin-MLL TR inh 9%, A-T KAP1 phos 5%, a7 integrin act -4%, TCR activator 2%[46.1 µM], MLL CXXC-DNA inh -3%, TSHR antagonist 2 and Mito fusion yeast -1%.
`O=C1CCCC(O)=C1C1C2=C(CCCC2=O)OC2=C1C(=O)CCC2` gave PTAP TSG101 blk -2%, MBNL1 CUG block -4%, ASM inhibitor -2%, Menin-MLL TR inh 5%, A-T KAP1 phos 2%, a7 integrin act 8%, TCR activator -13%, MLL CXXC-DNA inh 12%, TSHR antagonist 1 and Mito fusion yeast 2%.
`O=C(Cn1cnc2c(oc3ccccc32)c1=O)N1CCCC1` gave PTAP TSG101 blk -3%, MBNL1 CUG block -8%, ASM inhibitor 3%, Menin-MLL TR inh -1%, A-T KAP1 phos 3%, a7 integrin act 22%, TCR activator -7%, MLL CXXC-DNA inh -1%, TSHR antagonist 5 and Mito fusion yeast 4%.
For CCn1c2ccccc2c2nnc(SCc3ccccc3)nc21 the results were PTAP TSG101 blk 0%, MBNL1 CUG block 8%, ASM inhibitor -16%, Menin-MLL TR inh 8%, A-T KAP1 phos 14%, a7 integrin act -24%, TCR activator 2%[46.1 µM], MLL CXXC-DNA inh 4%, TSHR antagonist 5 and Mito fusion yeast 16µM*.

Screening results as filed in PubChem BioAssay.
